S3 lipid droplet = qHTS Assay for Lipid Storage Modulators in Drosophila S3 Cells | Drosophila S3 cells, BODIPY lipid droplet fluorescence, 18-24 h; cells fed with added oleic acid | Potency in µM for hits, for the others lipid storage change, negative = inhibition, % at the top dose, mostly 46.1 µM | 0.64% of 320,000 active | AID 2685, 2010; active = well fitted inhibition curve with a large enough effect in the signal ratio, with a control signal flat, not every such curve was filed as active; inconclusive = small, poorly fitted or top-dose-only effect, or effect the other way, or a change in a side signal; the % refers to the signal ratio
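Drosophila S3 cells got compounds at several concentrations plus oleic acid (400 uM solution). Laser-scanning cytometry with 488 nm excitation read lipid droplets at 500-530 nm and cells at 575-640 nm. Percent activity was relative to 20 uM Triacsin C.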
S3 lipid droplet cell count max = second read-out of S3 lipid droplet, no call of its own (marks repeat the call); cell number change, %; measured here: cell count max response;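 cells counted by Cell Tracker Red CMTPX staining in the red channel; peak over a dose series mostly up to 46.1 µM; percent activity relative to internal control wells on each plate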
* = called active by the depositor; i = inactive; u = inconclusive; x = no result given; [ ] = dose if it differs, or a comment. % is set by controls: 0 for no effect and ±100 for the full control effect; potency is the fitted concentration of half-maximal effect.

SMILES	S3 lipid droplet	S3 lipid droplet cell count max
CCOc1ccc(/C=N/NC(N)=S)cc1	-11%	11
O=C(O)c1cc(N/N=C/c2ccncc2)ccc1Cl	-4%	15
CCC(C)(C(=O)NC1CCCCC1)N(Cc1ccco1)C(=O)CNC(=O)c1ccccc1 (stereo not given)	u	x
C=C(C)c1cccc(C(C)(C)NC(=O)NCCN(CC)CC)c1	-11%	-9
Cc1cc(C(=O)NNC(=O)C2CCCC2)c(C)o1	u	x
COC(=O)c1nc2nc(C)cc(C(F)(F)F)n2n1	u	x
Clc1ccc(-c2cc(CSc3cccc(Cl)c3)on2)cc1	u	x
O=C(CCS(=O)(=O)c1cccc2nsnc12)NCc1ccccc1Cl	i	x
O=C(Nc1ccc2c(c1)OCCO2)C1CCCN1C(=O)Nc1ccc(F)cc1 (stereo not given)	1%	29
CCOc1ccc2nc(N3CCC(C(=O)N4CCN(C5CCCCC5)CC4)CC3)sc2c1	u	x
O=C(CCC(=O)c1cccs1)NCc1cccc(C(F)(F)F)c1	7%	x
CN(C)c1ccc(/C=C2\C(=N)N3N=C(CC(=O)N4CCCC4)SC3=NC2=O)cc1Br	i	x
CN(c1cccc(NC(=O)COc2ccc(Cl)cc2Cl)c1)S(C)(=O)=O	6%	8
CC(Oc1ccccc1)C(=O)Nc1nnc(S(=O)(=O)N2CCCCC2)s1 (stereo not given)	u	x
O=C(N/N=C/c1ccc([N+](=O)[O-])o1)c1cn2ccc3ccccc3c2n1	0%	8
CC(C)N(C(=O)Nc1ccc2nsnc2c1)C(C)C	-14%	0
COc1ccc(C(=O)Nc2cccnc2)cc1C(=O)Nc1cccnc1	27%	13
CCOc1ccc(N(CC(=O)NCC(C)C)S(C)(=O)=O)cc1	u	x
COc1ccc(N2CCN(C(=O)COC(=O)CCOc3ccc(C(C)(C)C)cc3)CC2)cc1	u	x
O=C(Nc1cc(S(=O)(=O)N2CCCCC2)ccc1Cl)c1ccccc1NS(=O)(=O)c1ccc(F)cc1	u	x
O=C(Cn1cc(C(F)(F)F)ccc1=O)NCc1ccc(F)cc1	u	x
CC1=C(C(=O)Nc2ccccc2)C(c2coc3ccccc3c2=O)C2=C(CCCC2=O)N1 (stereo not given)	2%	-1
CCN(CC)Cc1c(O)ccc2c1O/C(=C\C=C\c1ccccc1)C2=O	-10%	12
COC1=C(c2ccccc2)C(=O)c2ccccc2C1=O	u	x
Fc1ccc2c(c1)c1n[nH]c(=S)nc1n2CCc1ccccc1	u	x
Cc1nc(-c2ccccc2)sc1C(=O)CSc1ccc(Br)cc1	u	x
Cc1ccc(CN2C(=O)CCC2C(=O)NCCN(CC(C)C)CC(C)C)cc1 (stereo not given)	i	x
Cc1nn(-c2ccccc2)c(C)c1C(=O)OC/C(O)=C(\C#N)c1nc2ccccc2[nH]1	u	x
Cc1cc(NC(=O)C2CCN(S(=O)(=O)c3c(C)noc3C)CC2)ccc1Br	u	x
CCc1cccc(C)c1NC(=O)c1ccccc1	1%	12
COc1ccccc1CNC(=O)C1CC(=O)N(C2CCCC2)C1 (stereo not given)	-8%	x
N/C(Cc1ccc([N+](=O)[O-])cc1)=N\OC(=O)COc1cccc2ccccc12	u	x
CC(NC(=O)COC(=O)/C=C/c1cccc(C(F)(F)F)c1)c1ccccc1 (stereo not given)	-16%	-6
COc1ccc(C(=O)O/N=C(\N)c2ccc(Br)cc2)cc1	2%	-1
O=c1cc(CSc2ccc(Cl)cc2)nc2nc[nH]n12	u	x
CCCCSc1nc2c(cnn2-c2ccc(Cl)cc2)c(=O)[nH]1	u	x
CCN1CCN(c2ccc(NC(=O)CCc3c(C)nc4c(-c5ccccc5)c(C)nn4c3C)cc2)CC1	u	x
COc1ccc(C(O)Cn2ccsc2=NC(C)=O)cc1 (stereo not given)	u	x
Cc1ccc(NC(=O)CN2CCCC2)cc1Br	20%	-1
N#Cc1nc(-c2cccs2)oc1NCc1ccccc1Cl	-6%	18
Cc1ccccc1NC(=O)c1cc(S(=O)(=O)N2CCOCC2)cn1C	u	x
O=C(CN1C(=O)c2ccccc2S1(=O)=O)c1ccc(F)c(F)c1	u	x
Cc1cc2ccccc2c(=O)n1CC(=O)N(C)c1ccc(F)cc1	i	x
Cc1nnc(NN2CCOCC2)[nH]c1=O	u	x
COc1cc2ncnc(NCCc3ccccc3)c2cc1OC	u	x

4 records picked at random from the list so far:
SMILES	S3 lipid droplet	S3 lipid droplet cell count max
Cc1ccccc1NC(=O)c1cc(S(=O)(=O)N2CCOCC2)cn1C	u	x
N/C(Cc1ccc([N+](=O)[O-])cc1)=N\OC(=O)COc1cccc2ccccc12	u	x
COc1ccc(C(O)Cn2ccsc2=NC(C)=O)cc1 (stereo not given)	u	x
O=c1cc(CSc2ccc(Cl)cc2)nc2nc[nH]n12	u	x

Later entries:
SMILES	S3 lipid droplet	S3 lipid droplet cell count max
Cc1ccc(N(C(=O)CNC(=O)c2ccco2)C(C(=O)NCC2CCCO2)c2ccccc2)cc1 (stereo not given)	4%	4
Cc1ccccc1CC(=O)Nc1ccc(S(=O)(=O)N2CCN(C)CC2)cc1	-5%	6
Cc1cccc(C)c1N=C1NN=C(c2ccccc2F)CS1	-6%	-20
O=C(Cc1cccc(C(F)(F)F)c1)OCC(=O)N1CCN(S(=O)(=O)c2ccc(Cl)cc2)CC1	u	x
O=C(CCN1C(=O)c2ccccc2S1(=O)=O)NCc1ccco1	5%	-9
O=C(CNC(=O)c1ccc(Cl)cc1)OCCN1C(=O)c2ccccc2C1=O	u	x
O=C(COc1ccc(=O)n(-c2ccccc2)n1)Nc1ccccc1	u	x
CCC(C)[C@H](NC(=O)Nc1ccc(S(N)(=O)=O)cc1)C(=O)O (stereo not given in full)	12%	-10
COc1cc(NC(=O)NCC2CCN(Cc3ccccc3C)CC2)cc(OC)c1OC	-4%	43
O=C(COC(=O)c1ccc(F)cc1F)c1ccc[nH]1	-1%[0.0737 µM]	7
CS(=O)(=O)c1ccccc1-c1nc(-c2cc(C(F)(F)F)cc(C(F)(F)F)c2)no1	-2%	7
O=C(Nc1nnc(-c2ccccc2)o1)c1ccc(Cl)cc1	8%	-24
CC1CCc2c(sc3nc(CSc4n[nH]c(N)n4)[nH]c(=O)c23)C1 (stereo not given)	u	x
CC(=O)Nc1ccc(S(=O)(=O)Nc2ccc3c(c2)OCO3)cc1	u	x
CC1CCc2[nH]c3ccc(C(=O)N4CCCC(C(F)(F)F)C4)cc3c2C1 (stereo not given)	u	x
Cc1cccc(N2CCN(S(=O)(=O)c3ccc(-c4coc(C)n4)cc3)CC2C)c1 (stereo not given)	u	x
CCCCn1c(SCC(=O)Nc2nc(C)cs2)nnc1-c1cccnc1	u	x
CC(Sc1nnc(-c2cc3ccccc3o2)n1-c1ccccc1)C(=O)O (stereo not given)	u	x
COc1ccc(C(=O)COC(=O)c2cc(S(=O)(=O)N3CCCCC3)ccc2N2CCOCC2)c(OC)c1	u	x
Clc1ccc(-c2nnc(COc3ncnc4sccc34)o2)cc1	u	x
O=C(/C=C/c1cn(CC(O)CN2CCCCCC2)c2ccccc12)c1cccs1 (stereo not given)	-25%	2
c1cc(SSc2ccncc2)ccn1	u	x
Cc1ccc(CSCC(=O)NCc2ccc3c(c2)OCO3)cc1	11%	10
Cc1cc(C)n(-c2ccc(C(F)(F)F)cc2[N+](=O)[O-])n1	7%	4
COc1ccc(S(=O)(=O)N2CCOCC2)cc1NC(=O)COc1ncnc2ccccc12	-3%	25
C[n+]1ccccc1/C=C/c1c(F)cccc1F	15%	2
COc1ccc(C(=O)COC(=O)c2n[nH]c3ccccc23)c(OC)c1	-2%[0.0737 µM]	16
COc1ccc(C)cc1NC(=O)NCc1ccco1	u	x
O=C(C1=C[C@@H](c2csc3ccccc23)C[C@@H](OCCCCO)O1)N1CCN(Cc2ccc3c(c2)OCO3)CC1	16%	x
Cc1cccc2sc(NC(=O)CSc3nc4ccccc4o3)nc12	u	x
O=C(NCCNc1ccccc1[N+](=O)[O-])c1ccccc1F	-24%	19
COC(=O)c1cccc(OCC(O)Cn2ccnc2)c1 (stereo not given)	16%	-8
COCCNC(=O)c1cc(C)ccc1C	8%	x
Cc1[nH]c2ccccc2c1N=Nc1cc(C(=O)O)cc(C(=O)O)c1	u	x
O=C(NNC(=O)c1ccccc1[N+](=O)[O-])c1cccs1	8%	9
COc1cc(/C=C(\C#N)C(=O)Nc2ccc(SC(F)F)cc2)cc(OC)c1OC	u	x
COCCNC(=S)c1ccc(OC)cc1	12%	11
COc1ccc(N(CC(=O)NC2CCCC2)C(=O)c2ccc(C)s2)c(OC)c1	u	x
CN(C)CCCN1C(=O)c2cccc3c([N+](=O)[O-])ccc(c23)C1=O	u	x
COCCn1c(SCC(=O)Nc2ccccc2F)nnc1-c1ccoc1C	i	22
COc1cccc(C2CC(=O)Nc3c2c(=O)[nH]c2ncnn32)c1 (stereo not given)	-15%	-21
CCCN(CCC)c1nc(NC2CCN(C(=O)OCC)CC2)nc(OC)n1	u	x
CCOc1ccc(CC(=NCCc2ccccc2)C2=C(O)CC(C)(C)CC2=O)cc1OCC	18%	3
CCOC(=O)/C(C#N)=C\c1cc(OC)c(OC)cc1[N+](=O)[O-]	5%	0
Cc1cc(C)cc(OCC(=O)N2N=C(C(F)(F)F)CC2(O)C(C)(C)C)c1 (stereo not given)	u	x

7 structures out of the list, ordered by length of the SMILES, lowest first:
SMILES	S3 lipid droplet	S3 lipid droplet cell count max
Cc1ccc(NC(=O)CN2CCCC2)cc1Br	20%	-1
C[n+]1ccccc1/C=C/c1c(F)cccc1F	15%	2
COc1cc2ncnc(NCCc3ccccc3)c2cc1OC	u	x
CC(C)N(C(=O)Nc1ccc2nsnc2c1)C(C)C	-14%	0
COc1cccc(C2CC(=O)Nc3c2c(=O)[nH]c2ncnn32)c1 (stereo not given)	-15%	-21
CC(Sc1nnc(-c2cc3ccccc3o2)n1-c1ccccc1)C(=O)O (stereo not given)	u	x
Cc1cc(C)cc(OCC(=O)N2N=C(C(F)(F)F)CC2(O)C(C)(C)C)c1 (stereo not given)	u	x

(more compounds)
SMILES	S3 lipid droplet	S3 lipid droplet cell count max
COc1cc(/C=N/NC(=O)c2ccc(NC(=O)C3CCCCC3)cc2)ccc1O	u	x
CCOc1ccc(-c2nnc(-c3ccc(OC)cc3)o2)cc1	4%	-14
CC(=O)c1ccc(N=C2C(=O)Nc3ccccc32)cc1	-22%	5
Cc1ccc(S(=O)(=O)N2CCCC(C(=O)NC3CCCC3)C2)cc1 (stereo not given)	21%	25
CCCC(=O)O[C@]1(C(=O)CO)CC[C@H]2[C@@H]3CCC4=CC(=O)CC[C@]4(C)[C@H]3[C@@H](O)C[C@@]21C	u	x
O=C1c2ccccc2C(=O)N1/N=C/c1ccc(Oc2ccc([N+](=O)[O-])cn2)cc1	u	x
CCOc1cc(C(=O)Nc2ccc(S(=O)(=O)NC3=NCCCCC3)cc2)cc(OCC)c1OCC	u	x
Cc1cccc(C(=O)N2CCC(=O)N(C(COCc3ccc(Cl)cc3)Cc3ccccc3)CC2)c1 (stereo not given)	u	x
COc1ccccc1NC1=NC(C)(C)N=C(N)N1	12%	9
COc1ccc(OC)c(C2NC(=O)NC(C)=C2C(=O)OCc2ccccc2)c1 (stereo not given)	-15%	-22
COc1ccccc1NC(=O)CNC(c1ccccc1)c1ccccc1	i	21
CC(C)Oc1ccc(CCN=C(N)N=C(N)N)cc1Cl	-7%	-2
CC(=O)c1cccc(S(=O)(=O)NCC(c2ccco2)N2CCCCC2)c1 (stereo not given)	u	x
CC1CC(C)CN(S(=O)(=O)N2CCCC(C(=O)NC(C)c3ccccc3)C2)C1 (stereo not given)	6%	1
O=C(NNC(=O)C12CC3CC(CC(O)(C3)C1)C2)c1ccccc1O	-30%	-20

An excerpt from above in order of the S3 lipid droplet cell count max value, smallest number first.
SMILES	S3 lipid droplet	S3 lipid droplet cell count max
CCOc1ccc(-c2nnc(-c3ccc(OC)cc3)o2)cc1	4%	-14
CC(C)Oc1ccc(CCN=C(N)N=C(N)N)cc1Cl	-7%	-2
CC1CC(C)CN(S(=O)(=O)N2CCCC(C(=O)NC(C)c3ccccc3)C2)C1 (stereo not given)	6%	1

Remaining list, next part:
SMILES	S3 lipid droplet	S3 lipid droplet cell count max
CCOC(=O)N1CCN(C(=O)c2ccc(N3C(=O)CCC3=O)cc2)CC1	u	x
COc1cccc(N2CCN(C(=O)Nc3ccccc3Cl)CC2)c1	u	x
CC1CN(c2ccccc2)NC1=O (stereo not given)	u	x
Cc1ccc2nc(SCC(=O)Nc3cccc4ccccc34)nc(=O)n2c1	u	x
O=C(Nc1nc(-c2cccnc2)cs1)c1ccccc1F	11%	x
COc1ccc(-c2coc3cc(O)c(OC)cc3c2=O)cc1	i	-11
Cc1cc(C)n(C(=O)CNC(=O)c2ccc(C(C)(C)C)cc2)n1	-19%	9
COc1ccccc1CCC(=O)N(C)CC(=O)Nc1ccc(F)cc1	u	x
COc1ccc(C2(C(=O)Nc3ccc(C)cc3)CCOCC2)cc1	11%	4
COc1ccc(C(=O)C2CCCN(Cc3sc(N4CCCC4)nc3Cl)C2)c(OC)c1 (stereo not given)	u	x
CC(=O)NC(Nc1nc2c(s1)CCCC2)(C(F)(F)F)C(F)(F)F	u	x
Cc1ccc(C(=O)Nc2nc(COc3ccccc3)cs2)s1	u	x
COc1ccc(C(=O)N/N=C(/C)c2cccc(NC(=O)c3ccccc3F)c2)cc1	u	x
Cc1nnc(N(Cc2ccco2)C(=O)c2ccc(C#N)cc2)s1	0%	1
[O-]/C(=C(\C(=S)Nc1cccc2ccccc12)[n+]1ccccc1)c1ccc(OC(F)F)cc1	u	x

Screens deposited in PubChem by National Center for Advancing Translational Sciences (NCATS).

The list is partial; rates above refer to the full screens.
